From PubChem
DAX1 inh-1 = inhibitors of DAX1 repression of SF-1 activated StAR promoter; HEK293T StAR-luciferase reporter, SF-1/DAX-1 repression relief; inhibition, % at 6.8 µM; hit rate 1.1% among 370,000; AID 652010;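 active = inhibition above the mean over all tested compounds plus 3 SD, cut at about 3.6% in these data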;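 also: 0% = DAX-1 cells with DMSO and 100% = cells lacking DAX-1 with DMSO; higher inhibition means more luminescence from relief of DAX-1 repression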
DAX1 inh-2 = NR0B1 (DAX1) inhibition; HEK293 Gal4-DAX1 luciferase reporter, luminescence; inhibition, % at 6.75 µM; hit rate 0.99% among 340,000; AID 504766;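 active = inhibition above the mean over all tested compounds plus 3 SD, cut at about 4.2% in these data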;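 also: 0% = DAX1-transfected cells with DMSO and 100% = empty-vector control cells with DMSO; inhibition shows as a rise in luminescence from relieved DAX1 repression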
ssDAF-12 act = activators of S. stercoralis DAF-12 nuclear receptor; HEK293 ssDAF-12/GRIP1 lit1-tk-luc reporter, luminescence; % of 3 µM dafachronic acid response; activation, % at 6.8 µM; hit rate 1% among 370,000;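 active = activation above the mean over all tested compounds plus 3 SD, cut at about 0.9% in these data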;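 also: 0% = DMSO-only wells and 100% = 3 µM delta7-dafachronic acid wells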
MBD2 inh = blocks human MBD2 binding to methylated DNA; TR-FRET, MBD2 binding to methylated oligonucleotide; hit rate 0.31% among 370,000; Q9UBB5; inhibition, % at 4.4 µM; AID 686964; in the data active = inhibition above about 13%
hgDAF12 agonist = agonists of H. glycines DAF-12 nuclear receptor; HEK293 GAL4-hgDAF12 UAS-luciferase reporter, agonist luminescence; normalized to butyrate control; activation, % at 6.8 µM; hit rate 1.8% among 370,000;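 active = activation above a cutoff set at the mean of all screened compounds plus 3 SD, cut at about 10% in these data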;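 also: 0% = DMSO wells and 100% = sodium butyrate wells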
hcDAF-12 act = H. contortus DAF-12 activation, primary screen; HEK293 hcDAF-12 lit1-tk-luc reporter, luminescence; 0% DMSO, 100% Δ7-dafachronic acid; hit rate 1.4% among 370,000; activation, % at 6.8 µM; AID 652067;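 active = activation above the mean of all tested compounds plus 3 SD, cut at about 5.5% in these data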;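 also: 100% = response to 3 µM Δ7-dafachronic acid high control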
PLCb3 inh = blocks human PLC-beta3 enzyme activity; hit rate 0.18% among 370,000; inhibition, % at 12.2 µM; Purified PLC-beta3, fluorogenic substrate, fluorescence; Q01970; in the data active = inhibition above about 11%;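 also: 0% = median of compound wells on plate and 100% = full blocker control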
Rev-erbA mod = modulates human Rev-erb alpha binding to DNA; P20393; Rev-erbα–FITC-DNA binding, fluorescence polarization, 90 min; activity, % at 10 µM; hit rate 0.79% among 370,000; AID 1259318;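 active = activity above about 14%, limit read from the data; passing the limit was not always enough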;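 also: 0% = DMSO wells with 35 nM protein and 100% = DMSO wells with 750 nM protein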
ADAM17 inh = ADAM17 inhibition, QFRET primary screen. P78536. recombinant ADAM17, EDANS/DABCYL FRET peptide cleavage. AID 720648. inhibition, % at 6.95 µM. hit rate 0.83% among 370,000;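 active = inhibition above the mean of compounds lying between control limits plus 3 SD, set per campaign, cut at about 8.5% in these data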;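 also: 0% = DMSO-only wells as the low control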
SMARCA2 activ = increases SMARCA2 function in MMTV reporter cells | hit rate 1% among 370,000 | MG213 cells, MMTV-luciferase reporter, dexamethasone, overnight | activation, % at 9.1 µM | AID 652017; in the data active = activation above about 7.8%;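 also: 0% = vehicle wells and 100% = reference activator wells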
PLCg1 inh = blocks human PLC-gamma1 enzyme activity; hit rate 0.84% among 370,000; P19174; purified PLC-gamma1, fluorogenic substrate, fluorescence; inhibition, % at 12.2 µM; AID 720700; in the data active = inhibition above about 9.5%
Target sequence (P19174 whole entry, looked up): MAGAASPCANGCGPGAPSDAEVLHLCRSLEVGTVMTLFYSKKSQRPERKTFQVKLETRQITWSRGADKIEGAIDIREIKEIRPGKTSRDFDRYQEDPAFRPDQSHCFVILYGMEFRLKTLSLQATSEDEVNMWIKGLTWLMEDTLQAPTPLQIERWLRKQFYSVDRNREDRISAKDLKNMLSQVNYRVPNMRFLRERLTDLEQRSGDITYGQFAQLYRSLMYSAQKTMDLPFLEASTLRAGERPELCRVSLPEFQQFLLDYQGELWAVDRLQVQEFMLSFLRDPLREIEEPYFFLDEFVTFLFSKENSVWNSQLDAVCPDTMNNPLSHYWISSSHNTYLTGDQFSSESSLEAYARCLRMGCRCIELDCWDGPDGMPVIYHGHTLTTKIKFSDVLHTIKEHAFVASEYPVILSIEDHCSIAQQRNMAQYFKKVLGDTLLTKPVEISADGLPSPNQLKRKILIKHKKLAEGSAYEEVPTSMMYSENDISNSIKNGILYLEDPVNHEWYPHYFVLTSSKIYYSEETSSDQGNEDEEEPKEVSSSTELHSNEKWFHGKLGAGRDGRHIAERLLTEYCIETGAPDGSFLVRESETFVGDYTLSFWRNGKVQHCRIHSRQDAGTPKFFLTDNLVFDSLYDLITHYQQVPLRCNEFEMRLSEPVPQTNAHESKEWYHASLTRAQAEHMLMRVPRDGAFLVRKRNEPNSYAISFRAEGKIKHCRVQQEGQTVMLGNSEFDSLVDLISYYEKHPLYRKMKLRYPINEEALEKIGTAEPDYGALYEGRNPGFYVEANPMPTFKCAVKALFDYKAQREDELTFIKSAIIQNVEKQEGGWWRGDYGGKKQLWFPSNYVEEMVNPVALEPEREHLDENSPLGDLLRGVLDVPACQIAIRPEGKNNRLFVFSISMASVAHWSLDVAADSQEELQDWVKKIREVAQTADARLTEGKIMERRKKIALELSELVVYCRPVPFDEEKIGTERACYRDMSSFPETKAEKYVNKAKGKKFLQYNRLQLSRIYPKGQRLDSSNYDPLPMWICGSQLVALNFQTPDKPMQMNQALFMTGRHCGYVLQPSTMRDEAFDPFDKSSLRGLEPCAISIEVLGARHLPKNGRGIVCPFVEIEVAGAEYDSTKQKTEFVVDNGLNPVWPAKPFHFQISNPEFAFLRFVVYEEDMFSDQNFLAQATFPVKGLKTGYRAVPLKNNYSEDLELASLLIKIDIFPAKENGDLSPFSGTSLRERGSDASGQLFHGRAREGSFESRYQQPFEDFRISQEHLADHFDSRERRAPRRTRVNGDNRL
Starred values were filed as active, the others as inactive; nt = no result given.

| canonical_smiles | DAX1 inh-1 | DAX1 inh-2 | ssDAF-12 act | MBD2 inh | hgDAF12 agonist | hcDAF-12 act | PLCb3 inh | Rev-erbA mod | ADAM17 inh | SMARCA2 activ | PLCg1 inh |
| --- | --- | --- | --- | --- | --- | --- | --- | --- | --- | --- | --- |
| Cc1ccc([C@H]2C[C@@H](n3cc(-c4ccc(F)cc4)nn3)[C@H](O)CN2Cc2cccs2)cc1 | 1.9 | 1.9 | -0.9 | -6 | 3.9 | 0.8 | -1 | -8 | 1 | -1 | -2 |
| CN(CCOCCOc1ccc(Cl)cc1Br)Cc1ccccc1 | 0.2 | 0.6 | -1.6 | -1 | 0.8 | 0.6 | -5 | -4 | -2 | -2 | -1 |
| COc1ccc(Cl)cc1NC(=O)CN(C)C(=O)c1cc2c(F)cccc2s1 | -2.2 | -1.7 | -0.1 | -4 | 0.4 | 1.7 | -3 | 7 | 3 | -1 | -2 |
| CN(c1ccccc1)S(=O)(=O)c1ccc(Cl)c(C(=O)NCc2ccco2)c1 | 0.6 | -1.1 | -1.3 | 1 | 0.0 | 2.6 | 0 | 5 | -2 | 2 | -1 |
| O=c1[nH]cnc2c1oc1ccccc12 | 1.0 | 0.3 | 0.5 | -3 | 2.7 | 2.7 | 2 | 6 | -4 | 2 | 2 |
| Cc1noc(C)c1C(c1ccccc1)S(=O)(=O)c1ccccc1 (stereo not given) | -0.7 | -1.5 | -1.1 | 2 | -0.1 | -0.7 | 0 | 7 | 0 | -4 | 1 |
| COC(=O)c1ccc(NC(=O)CN2CCN(S(=O)(=O)c3cc(Cl)ccc3OC)CC2)cc1 | -1.5 | 0.4 | -1.0 | -2 | 1.7 | -1.1 | 5 | -4 | 2 | 1 | 1 |
| N/C(Cc1cccc2ccccc12)=N\OC(=O)COc1ccccc1 | 0.3 | -1.6 | -0.1 | -7 | 1.1 | -2.7 | -4 | 2 | -2 | 3 | -3 |
| COc1ccc(NC(=O)N2CCCCCC2)cc1 | 2.8 | 0.1 | -0.7 | 1 | 3.7 | 2.2 | 2 | -8 | -4 | 2 | 1 |
| C=CS(=O)(=O)c1sc(Cl)c(N2CCOCC2)c1[N+](=O)[O-] | -1.1 | -1.0 | -2.1 | -1 | -3.6 | -1.2 | -1 | 5 | 1 | 11* | 4 |
| Cc1ccnc(NC(=O)c2ccccc2NC(=O)C(C)(C)C)c1 | -0.9 | 0.6 | -1.4 | 1 | 1.9 | -1.8 | -7 | -6 | -7 | -2 | -8 |
| Cc1sc2nc(C3CC3)nc(N3CCN(S(=O)(=O)c4ccc(F)cc4)CC3)c2c1C | -0.7 | 2.1 | -1.2 | 5 | 0.7 | 0.4 | 0 | 9 | -3 | 4 | 3 |
| COc1ccccc1C(=O)CSc1nnc(-c2ccncc2)n1-c1ccc(Cl)cc1 | -0.6 | nt | -1.4 | -2 | 0.4 | 0.2 | 1 | -1 | 2 | -3 | 1 |
| O=C(Oc1ccc2c(c1)OCO2)c1ccc(Br)c(S(=O)(=O)N2CCOCC2)c1 | 0.5 | -0.2 | -1.3 | 2 | 2.1 | -3.0 | -1 | -2 | 0 | 5 | 1 |
| O=C(CC(c1ccccc1O)N1CCCCC1)N1CCCCC1 (stereo not given) | 0.4 | 1.8 | -0.7 | 3 | 2.8 | 1.3 | -73 | -2 | -4 | 1 | -62 |
| Cc1cc(NC(=O)c2cc(-c3ccccc3)on2)n(-c2ccccc2)n1 | 0.0 | 2.4 | -1.6 | -2 | -1.7 | -0.3 | 12* | 6 | 0 | -2 | 9 |
| O=C1NC(=Nc2ccccc2)S/C1=C/c1cccnc1 | 1.1 | -0.5 | -1.3 | 3 | 3.4 | -0.3 | -5 | -2 | -5 | -3 | -2 |
| NCC12CC3CC(CC(O)(C3)C1)C2 | 1.1 | -0.4 | -1.8 | -4 | 2.6 | 0.3 | 0 | -3 | 2 | -4 | 0 |
| Cc1[nH]c(=O)[nH]c(=O)c1S(=O)(=O)Nc1ccc(F)c(Cl)c1 | 0.3 | -1.0 | -1.3 | 7 | 2.8 | 0.8 | 1 | 1 | -9 | -2 | -3 |
| O=C(N/C(=C/c1ccccc1)C(=O)N1CCCCC1)c1ccc(Br)o1 | -0.7 | -0.5 | -1.3 | 0 | -1.0 | -2.7 | -10 | -2 | -3 | -2 | 1 |
| O=C(CCNC(=O)C1CCN(S(=O)(=O)c2ccccc2)CC1)NC1CC1 | 0.3 | 0.4 | -1.3 | -3 | -4.2 | -1.6 | -7 | 3 | 4 | -1 | 2 |
| N#C/C(=N\Nc1ccc(F)cc1)C(=N)N1CCCCCC1 | 7.0* | 4.4* | 0.4 | -8 | 14* | 9.2* | 4 | 0 | 5 | 12* | 5 |
| COC(=O)CSc1nc2cc3c(cc2cc1C#N)OCO3 | 3.7* | 4.7* | 0.4 | 5 | 12* | 2.9 | -69 | 58* | -11 | 6 | -59 |
| Cc1ccccc1NC(=O)CN1C(=S)NC(C)(C)CC1C (stereo not given) | -0.5 | -1.5 | -1.6 | 0 | 4.0 | -0.4 | 4 | 2 | -3 | -2 | 0 |
| Nc1nnc(SCC(=O)c2ccc3ccccc3c2)s1 | 2.6 | 1.5 | 1.1* | -2 | 9.9 | 3.4 | -6 | 0 | -1 | 4 | -3 |
| CCOc1ccc2[nH]c(=O)c(CN(CCOC)C(=O)N3CCOCC3)cc2c1 | 0.2 | -0.6 | -0.3 | 2 | 2.8 | -1.6 | -49 | -1 | -88 | 1 | -35 |
| COc1ccc(S(=O)(=O)N2CCC(C(=O)N3CCc4ccccc4C3)CC2)cc1C | -1.4 | -0.7 | -1.8 | 3 | 2.8 | -1.4 | 2 | 0 | 0 | -1 | -2 |
| COC(=O)c1ccc(S(=O)(=O)NCc2cccc(OC)c2)n1C | 0.0 | 0.3 | -1.1 | -6 | -2.0 | -1.5 | 2 | 1 | -2 | 1 | 4 |
| CC(C)C(=O)N=c1sc2cc(F)cc(F)c2n1C | -0.5 | 0.0 | -0.6 | 1 | -2.5 | 0.8 | -4 | -6 | -3 | -1 | 1 |
| CC(C)c1ccccc1-n1c(SCC(=O)N2CCN(c3ccccc3)CC2)nnc1-c1cccnc1 | -0.7 | -1.3 | -1.6 | 6 | -2.4 | -1.7 | -1 | 4 | -4 | -2 | -3 |
| O=C(OC1CCCCC1=O)c1cccc(S(=O)(=O)N2CCCCC2)c1 (stereo not given) | 0.6 | -1.0 | -1.0 | 0 | -0.6 | -2.0 | -9 | 1 | -4 | -1 | -5 |
| NC(=O)CN(Cc1ccccc1)S(=O)(=O)c1ccc2c(c1)OCCO2 | -0.5 | -1.1 | -0.2 | 1 | -0.1 | 1.5 | -8 | 2 | -2 | -3 | 1 |
| Cc1ccc2c(c1)CCCN2C(=O)CCc1nc2ccccc2c(=O)[nH]1 | -3.4 | -1.7 | -1.1 | 7 | 0.5 | -1.3 | -15 | 3 | -4 | -1 | 1 |
| O=C(CCSc1nnc(-c2ccccc2)o1)N1CCOCC1 | 0.0 | 0.8 | -1.4 | 0 | -1.8 | -0.2 | -2 | -4 | -1 | -2 | 1 |
| Cc1[nH][nH]c(=O)c1N=Nc1ccc(Br)c(Cl)c1 | -0.3 | -1.5 | -1.3 | 1 | 0.1 | 1.3 | 2 | 3 | -2 | -5 | 3 |
| Cc1ccc(C)c(NC(=O)C2(C)CC3c4ccccc4C2c2ccccc23)c1 (stereo not given) | 0.6 | 3.3 | -1.1 | 1 | -0.5 | -2.0 | -2 | -1 | -3 | 2 | -1 |
| CCO[C@H]1OC(C(=O)N2CCN(Cc3ccccc3)CC2)=C[C@@H](c2ccccc2)[C@@H]1CCCO | 0.5 | -0.6 | -0.6 | 2 | 0.6 | 3.2 | -1 | -1 | -6 | 0 | -4 |
| CCOC(=O)C1=C(C)NC(=O)NC1c1cccnc1 (stereo not given) | 0.2 | -0.3 | -0.8 | 7 | -1.0 | -0.6 | 1 | -2 | -2 | -1 | -1 |
| CCCC1CCC(C(=O)n2nc(N)c3cc4ccc(OC)cc4nc32)CC1 (stereo not given) | -0.4 | -0.7 | -1.4 | 1 | 0.5 | 1.6 | -2 | -2 | -1 | 1 | -1 |
| O=C1/C(=C\c2ccc(O)cc2)SC(=S)N1c1cccnc1 | 0.2 | -0.9 | -1.4 | 0 | -0.1 | 0.6 | -8 | -28 | 0 | 5 | -8 |
| Cc1ccc(-c2nc(CSCC(=O)NCCN3CCN(Cc4ccccc4)CC3)c(C)o2)cc1 | -2.5 | -2.2 | -2.2 | -2 | -4.7 | -2.4 | -4 | -4 | -1 | -4 | 1 |
| Cc1ccoc1C(=O)Nc1ccc(CC(=O)O)cc1 | -1.5 | -1.7 | -3.6 | 6 | -12 | -5.8 | -1 | -1 | -4 | -10 | -3 |
| COc1ccc(-c2ccc(CN3C(C(C)C)C(=O)N(Cc4cn(CC5CCCCC5)nn4)CCS3(=O)=O)cc2)cn1 (stereo not given) | -0.2 | -0.6 | -1.6 | -1 | -2.6 | 0.1 | 3 | 1 | -1 | -4 | -2 |
| CCCn1c(SCC(=O)Nc2cccnc2Cl)n[nH]c1=O | -1.2 | -0.2 | -1.6 | 4 | 0.8 | -0.3 | -3 | 6 | -4 | -3 | 0 |
| CC(=O)c1ccc(C(=O)N2CCC(CO)(Cc3cccc(C(F)(F)F)c3)CC2)cc1 | -1.3 | -0.3 | -1.2 | 3 | -0.8 | -1.4 | 3 | 4 | -4 | -7 | -1 |
| Cc1cccc(NC(=O)CSc2nnc(CCCCCNC(=O)OC(C)(C)C)o2)c1C | -0.3 | -0.9 | -1.8 | 6 | 0.5 | -1.9 | 1 | 0 | -4 | -4 | 2 |
| CC(CN(C)Cc1ccccc1)OC(=O)c1ccccc1F (stereo not given) | 1.0 | -1.0 | -1.4 | 2 | 1.1 | 0.3 | 4 | 1 | -1 | 1 | 0 |
| CC(=O)c1ccc(OCCCC(=O)NC(C)c2ccc(S(N)(=O)=O)cc2)cc1 (stereo not given) | -0.1 | 1.8 | -1.2 | 4 | -0.6 | -0.8 | -7 | -6 | -7 | -4 | 3 |
| CC1CCCCC1NC(=O)c1cc2c(s1)CS(=O)(=O)C2 (stereo not given) | 1.2 | 0.5 | -0.2 | -3 | 1.9 | -1.7 | 3 | -1 | 1 | -2 | 1 |
| Cc1cccc(/C=N/NC(=O)Cn2nc(C)cc2C)n1 | -0.2 | 3.2 | -1.6 | -1 | 0.8 | -0.8 | -9 | 2 | -2 | 0 | -10 |
| COC(=O)C(F)(F)Sc1c(C)[nH]c2ccccc12 | 0.3 | -0.2 | 0.0 | 2 | 1.4 | 3.5 | -1 | 0 | -2 | 2 | -3 |
| CC1CCCC(NC(=O)COC(=O)c2ccc3ccccc3n2)C1C (stereo not given) | 0.8 | -0.2 | 0.0 | 3 | 2.2 | 0.7 | -1 | -5 | -6 | -3 | -3 |

Given as labelled records: entries from further up
> COc1ccc(S(=O)(=O)N2CCC(C(=O)N3CCc4ccccc4C3)CC2)cc1C
  DAX1 inh-1: -1.4	DAX1 inh-2: -0.7	ssDAF-12 act: -1.8	MBD2 inh: 3	hgDAF12 agonist: 2.8	hcDAF-12 act: -1.4	PLCb3 inh: 2	Rev-erbA mod: 0	ADAM17 inh: 0	SMARCA2 activ: -1	PLCg1 inh: -2

> COC(=O)c1ccc(S(=O)(=O)NCc2cccc(OC)c2)n1C
  DAX1 inh-1: 0.0	DAX1 inh-2: 0.3	ssDAF-12 act: -1.1	MBD2 inh: -6	hgDAF12 agonist: -2.0	hcDAF-12 act: -1.5	PLCb3 inh: 2	Rev-erbA mod: 1	ADAM17 inh: -2	SMARCA2 activ: 1	PLCg1 inh: 4
